Pyk2 oligo antag: Pyk2 (human) oligomerization antagonism | AID 1347419 | Q14289 | Q293 cells, Pyk2 FERM NanoBiT luminescence; hits give low values | z-score (the deposit names both 25 µM and 10 µM) | actives 0.83% (n = 99,000);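 active = Z-score of -3 or lower, scaled per plate to the spread of control and sample wells; inactive = z-score above -3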;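 also: negative z-score means lost luminescence so less FERM oligomerization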
PTPN22 inh 2: LYP (human) phosphatase inhibition. recombinant LYP catalytic domain, DiFMUP fluorescence. Q9Y2R2. AID 640. actives 0.21% (n = 96,000). inhibition, % at 2 µM;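 active = inhibition at 2 µM at or above a set limit, the screen mean plus 3 SD, cut at about 24% in these data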;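 also: 0% = DMSO with enzyme and 100% = enzyme fully blocked by orthovanadate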
PostGolgi yeast: growth inhibition of a yeast mutant, post-Golgi transport screen; post-Golgi transport phenotypic cell assay; inhibition, % at 10 µM; actives 0.9% (n = 98,000); AID 739;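 also: yeast cells grown in 1536-well plates; yeast grown about 18 h at 30C before absorbance read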
E coli WT exp: growth inhibitors of E. coli BW25113 wild type; OD600 absorbance; growth inhibition, % at 100 µM; actives 0.15% (n = 98,000); AID 710;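 active = growth inhibition above about 50% at one test dose, limit read from the data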;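 also: growth measured after 20 h incubation at 37 °C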
hDAT+cocaine: changed human dopamine transporter uptake under cocaine IC80; Q01959; LLC-PK1 hDAT cells, [14C]-dopamine uptake with cocaine IC80; actives deviate in either direction; B-score at 10 µM; actives 1.3% (n = 110,000);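 active = Z score or B-score, a plate-position-corrected score, falls beyond the plate's 99.7% confidence bounds, in either direction; inactive = both scores lie inside the 99.7% bounds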;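 also: scored against the spread of the other compound wells on the same plate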
Target sequence (Q01959 whole entry, looked up): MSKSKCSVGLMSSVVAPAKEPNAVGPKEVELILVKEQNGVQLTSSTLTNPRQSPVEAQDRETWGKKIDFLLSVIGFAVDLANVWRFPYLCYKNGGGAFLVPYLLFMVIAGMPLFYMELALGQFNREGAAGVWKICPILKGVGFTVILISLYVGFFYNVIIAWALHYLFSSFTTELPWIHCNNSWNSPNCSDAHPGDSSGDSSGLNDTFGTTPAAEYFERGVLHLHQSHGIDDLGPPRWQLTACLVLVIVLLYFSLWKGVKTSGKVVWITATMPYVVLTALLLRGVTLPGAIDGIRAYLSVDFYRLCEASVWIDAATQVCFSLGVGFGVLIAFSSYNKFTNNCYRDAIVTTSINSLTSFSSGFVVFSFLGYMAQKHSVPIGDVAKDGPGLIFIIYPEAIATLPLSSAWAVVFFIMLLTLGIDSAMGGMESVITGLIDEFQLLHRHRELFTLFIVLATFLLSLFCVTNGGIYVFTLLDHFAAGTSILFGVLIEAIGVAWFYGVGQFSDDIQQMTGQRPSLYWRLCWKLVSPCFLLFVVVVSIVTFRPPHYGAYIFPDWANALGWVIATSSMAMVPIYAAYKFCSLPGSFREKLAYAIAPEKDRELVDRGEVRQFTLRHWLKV
CYP2C9 act: CYP2C9 (human) activation; recombinant CYP2C9, luciferin-H conversion, luminescence; hits give high values; factor 1 = untreated enzyme, 0 = blocked; actives 1.4% (n = 96,000); activation factor at 5 µM;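 active = activation factor of 2 or more for CYP2C9 at a 5 µM dose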;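 also: 0 = sulfaphenazole-blocked wells and 1 = vehicle-only wells; values of inactives mirror those of a sister screen read the other way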
Target sequence (P11712 whole entry, looked up): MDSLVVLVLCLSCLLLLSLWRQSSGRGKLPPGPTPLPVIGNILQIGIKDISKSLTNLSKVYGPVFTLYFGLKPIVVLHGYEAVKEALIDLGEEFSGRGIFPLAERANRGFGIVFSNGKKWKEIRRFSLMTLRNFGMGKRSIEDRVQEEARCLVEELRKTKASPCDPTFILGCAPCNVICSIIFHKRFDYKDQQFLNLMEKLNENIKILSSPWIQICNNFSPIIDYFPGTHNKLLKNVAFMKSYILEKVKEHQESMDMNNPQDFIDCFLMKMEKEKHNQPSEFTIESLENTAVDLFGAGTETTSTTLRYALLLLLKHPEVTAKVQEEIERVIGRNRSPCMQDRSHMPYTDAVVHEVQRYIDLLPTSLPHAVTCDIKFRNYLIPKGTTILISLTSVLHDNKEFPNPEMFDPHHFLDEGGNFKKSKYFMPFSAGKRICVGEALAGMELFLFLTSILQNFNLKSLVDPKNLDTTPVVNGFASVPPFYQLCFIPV
CYP2C9 inhib: inhibitors of human CYP2C9; P11712; CYP2C9 Supersomes, luciferin-H conversion, luminescence; inhibition, % at 5 µM; actives 20% (n = 96,000);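 active = blocking of liver enzyme CYP2C9 beyond about 50% at 5 µM, limit read from the data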; also: values of inactives mirror those of a sister screen read the other way
PostGolgi ctrl: yeast control strain growth, post-Golgi counter-screen; efflux-deficient yeast background strain, growth absorbance A615, 16 h; inhibition, % at 10 µM; actives 5% (n = 98,000); AID 738
PTPN22 act: activators of human LYP (PTPN22) phosphatase. Q9Y2R2. recombinant LYP, DiFMUP fluorescence; 0 = plate median, 100 = signal doubled. activation, % at 2 µM. actives 0.11% (n = 96,000). AID 697;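 active = activation at 2 µM above a set limit, the mean plus 5 SD, cut at about 37% in these data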
* marks the source's active call; other numbers are inactive results; . = not tested or not shown. Rule as the data show it, unless noted: active = inhibition above about 30%; inactive = the rest.

SMILES	Pyk2 oligo antag	PTPN22 inh 2	PostGolgi yeast	E coli WT exp	hDAT+cocaine	CYP2C9 act	CYP2C9 inhib	PostGolgi ctrl	PTPN22 act
OC(CNCCc1ccc(Cl)cc1)COCc1ccco1 (centres undefined)	0.29	3	8	10	-1.5	1	-3	6	-3
O=C(c1cccnc1)N1CCN(S(=O)(=O)c2ccc3ccccc3c2)CC1	0.62	-10	3	3	0.72	0.6	36	4	6
CCc1ccc2c(COC(=O)c3n[nH]c4ccccc34)cc(=O)oc2c1	-0.77	-6	-4	-2	-0.64	0.2	81*	37*	5
O=c1oc2ccccc2c(N2CCCCC2)c1CN1CCCCC1	-0.11	5	1	-5	-0.52	.	.	-1	-1
COc1cccc(C2C(C(=O)c3sc(C)nc3C)=C(O)C(=O)N2CCN2CCOCC2)c1 (centres undefined)	0.85	-10	0	5	-0.99	0.9	12	0	7
CCOC(=O)c1c(-c2ccc(C)cc2C)csc1NC(=O)CSc1nnnn1C	-3.4*	.	-2	-1	1.6	0.1	87*	66*	.
Cc1ccc(-c2ccc(/C=N\NC(=O)C3C(=O)NCC3c3ccccc3)o2)cc1Cl (centres undefined)	0.22	1	-5	-18	-0.65	0.5	50*	28	-5
Cn1c(=O)oc2cc(S(=O)(=O)N3CCN(c4ccccc4)CC3)ccc21	-0.15	-1	10	-12	-0.047	1	-2	0	-2
CCOC(=O)c1c(N)sc2c1CCCC2	0.28	.	-7	9	0.17	1.1	-5	8	.
Cn1cc(SCC(=O)N2CCOCC2)c2ccccc21	.	-8	-1	-2	0.15	1.3	-25	-3	4
CCOC(=O)C(Cc1cc(C(C)=O)ccc1OCC)C(=O)OCC	0.99	3	-1	1	1.1	1.1	-12	11	-7
CN(C)CCCNC(=O)CCC1CCCCC1	0.72	-9	2	4	-0.026	1.2	-17	-1	9
CCOc1ccccc1-n1c(CN2CCN(C(=O)c3ccco3)CC2)nc2ccccc2c1=O	-0.12	2	-6	0	.	0.3	65*	1	-2
Cc1nc2c3ccccc3nc(SCC(=O)N3CC(C)CC(C)C3)n2n1 (centres undefined)	-0.3	-2	0	0	.	0.8	23	32*	1
CCOc1ccc(S(=O)(=O)N2CCC(C(N)=O)CC2)c2ccccc12	-0.03	-10	5	-9	0.044	0.4	59*	6	8
Cc1ccc(CSCc2nnc(SCC(=O)N3CCN(c4ccccc4)CC3)n2C)cc1	0.25	-5	2	-5	2.7	0.2	78*	11	4
O=C1c2ccccc2C(=O)N1CC(=O)N1c2ccccc2CCc2ccccc21	-2.2	4	8	3	-0.36	0.9	8	8	1
CCOC(=O)c1oc2nc(C)c3c(c2c1N)CC(C)(C)OC3	-0.36	3	-3	-1	0.067	0.8	24	4	-3
O=C1CN(S(=O)(=O)c2ccccc2)CC(=O)N1CCc1ccccc1	-0.01	2	-3	-1	0.33	0.9	14	0	-2
CC(Oc1ccc(-c2ccccc2)c(F)c1)c1ccn(S(=O)(=O)c2cccc3ccccc23)n1 (centres undefined)	-0.1	11	4	-16	.	0.2	77*	7	-7
N#C/C(=C(/O)Cc1cccc2ccccc12)c1nc2ccccc2s1	-0.34	14	-2	-7	-0.61	0.2	77*	0	-12
COc1ccc(C2NC(=S)N3C(c4ccc(OC)cc4)NC(=S)N23)cc1 (centres undefined)	-2.2	-1	-8	6	0.038	0.7	28	-14	1
CC1(C)Oc2ccc(C(=O)NC3CCCC3)cc2N(CC(=O)NC2CCCCC2)C1=O	-0.93	1	-1	2	-0.19	0.2	82*	0	-3
Cc1ccc(C)c(CN2CCNC2=O)c1	1.1	3	-12	-4	0.39	.	.	5	-5
CCc1ccc(C2CC(c3cccc(Cl)c3)n3nc(N)nc3N2)cc1 (centres undefined)	.	.	2	4	0.32	0.8	20	7	.
Cn1ncc(Cl)c(Oc2ccccc2)c1=O	0.15	7	-2	1	-0.024	1	-4	-5	-3
CC12COC3(C(=O)Nc4cccnc4)CC1CCC32C (centres undefined)	-0.27	9	-4	-5	-0.48	1	-2	2	-9
COc1ccc(N2C(=O)CC(N3CCN(c4ccccc4F)CC3)C2=O)cc1 (centres undefined)	-0.98	-3	-2	-1	0.015	1.1	-5	1	6
CC12CCC(C(=O)Nc3ncc([N+](=O)[O-])s3)(OC1=O)C2(C)C (centres undefined)	1.8	-2	-3	-3	-2.3	1.1	-6	14	7
CC1CCCC(C)N1S(=O)(=O)c1ccc(NC(=O)CCn2cnc3ccccc3c2=O)cc1 (centres undefined)	-0.6	-6	-6	2	0.8	0.8	20	-2	5

Some of these compounds in order of count of non-hydrogen atoms, lowest first.
SMILES	Pyk2 oligo antag	PTPN22 inh 2	PostGolgi yeast	E coli WT exp	hDAT+cocaine	CYP2C9 act	CYP2C9 inhib	PostGolgi ctrl	PTPN22 act
CCOC(=O)C(Cc1cc(C(C)=O)ccc1OCC)C(=O)OCC	0.99	3	-1	1	1.1	1.1	-12	11	-7
COc1ccc(N2C(=O)CC(N3CCN(c4ccccc4F)CC3)C2=O)cc1 (centres undefined)	-0.98	-3	-2	-1	0.015	1.1	-5	1	6
CCOC(=O)c1c(-c2ccc(C)cc2C)csc1NC(=O)CSc1nnnn1C	-3.4*	.	-2	-1	1.6	0.1	87*	66*	.
Cc1ccc(-c2ccc(/C=N\NC(=O)C3C(=O)NCC3c3ccccc3)o2)cc1Cl (centres undefined)	0.22	1	-5	-18	-0.65	0.5	50*	28	-5

(listing goes on)
SMILES	Pyk2 oligo antag	PTPN22 inh 2	PostGolgi yeast	E coli WT exp	hDAT+cocaine	CYP2C9 act	CYP2C9 inhib	PostGolgi ctrl	PTPN22 act
O=C(Nc1cccc(C(F)(F)F)c1)c1n[nH]c(Cn2cncn2)n1	0.34	17	2	-3	-1.1	0.5	51*	3	-15
CCCn1c(=S)[nH]c2cc(C(=O)NCC3CCCO3)ccc2c1=O (centres undefined)	.	.	3	-9	-0.6	.	.	5	.
O=C(NNc1ncc(C(F)(F)F)cc1Cl)c1c(Cl)cccc1Cl	-0.5	1	2	1	-0.42	2.4*	-142	7	2
COc1ccc(-c2cn3c(C)c(C(=O)Nc4cccc(NC(C)=O)c4)sc3n2)cc1	-1.6	6	-7	-13	0.79	1.1	-8	1	-5
COc1ccc(Cc2nc(N)nc(N)n2)cc1	0.61	-13	.	.	-0.66	.	.	.	18
CCN(CC)CC(O)Cn1c2ccccc2c2ccccc21 (centres undefined)	0.57	1	1	-4	-0.28	1	1	0	-1
COc1ccc(CNC(=O)C(CCSC)NC(=O)c2ccco2)cc1 (centres undefined)	0.92	-8	0	2	2.3	0.5	48	-3	11
Cc1cccc(C)c1NC(=O)CSc1nc(-c2ccco2)cc(C(F)(F)F)n1	-0.67	-12	.	.	-0.77	.	.	.	8
CC(=O)Nc1ccc(S(=O)(=O)N(C)CC(=O)NC2=NCCS2)cc1	1.6	-14	1	10	-0.97	0.9	14	-5	10
Cc1cc(C)nc(SCc2nnc(SCC(=O)Nc3ccc(Cl)c(C(F)(F)F)c3)o2)n1	1.2	-6	-3	-10	1.3	0.8	24	12	5
O=C(CCc1ccccc1)NNC(=O)C1CCCCC1	0.67	-4	-5	-10	-0.012	1	0	-6	9
COC(=O)c1ccc(CSc2nnnn2-c2ccc(C)cc2C)o1	-0.78	-6	2	-2	1.2	0.1	86*	8	6
O=C(NCCc1ccccc1)C1CCCN1S(=O)(=O)c1ccc(F)cc1 (centres undefined)	-0.05	-8	.	.	-1.4	.	.	.	9
N#CCCN1CCN(C2=NC(=O)C(=C3CCCCC3)S2)CC1	0.47	4	17	-2	1.6	1.1	-6	27	-6
Cc1ccc(-c2nc3ncccn3c2Nc2ccc3c(c2)OCCO3)o1	1	2	7	2	1	0.5	53*	13	1
COc1ccc(C)cc1NC(=O)C1CC(=O)N(Cc2ccco2)C1 (centres undefined)	1.2	1	7	-1	-1.6	0.8	17	5	-2
CCOC(=O)c1c(C)[nH]c(C(=O)COC(=O)CCC(=O)c2ccc3c(c2)OCCO3)c1C	2	.	-9	1	-1.2	0.6	43	8	.
CC(=O)N1CCCc2cc(S(=O)(=O)N(C)CCC#N)ccc21	-0.79	-2	18	0	0.65	1.1	-10	-3	0
COc1ccc(CN=Cc2c(C(F)(F)F)[nH][nH]c2=O)cc1	1.7	-2	2	9	0.46	0.9	13	11	4
CCOC(=O)C1=C(C)Nc2nc3ccccc3n2C1c1ccncc1 (centres undefined)	-1.6	8	-8	-9	0.16	0.5	54*	-1	-10
COC(=O)CNC(=O)CCCCC(=O)NCC(=O)OC	0.99	4	-4	-1	1.4	1.1	-14	1	-5
Cc1cc(=O)c2ccc3ccccc3c2[nH]1	-1.1	-6	1	22	.	1	-5	12	8
O=C(O)CCC(=O)N1CCN(c2nc3ccccc3s2)CC1	-0.37	1	2	0	-0.52	1.3	-26	0	-1
COCCn1c(=S)[nH]c2ccc(N(C)C)cc2c1=O	-1.1	-1	20	2	-1.7	0.7	32	6	-2
C=CCn1c(SCc2nc3ccccc3[nH]2)nnc1-c1ccncc1	1.6	-6	-2	1	-0.18	0.5	46	9	6
O=c1[nH]c(-c2ccccc2)c(-c2ccccc2)[nH]1	0.72	1	4	-7	-0.11	0.8	18	9	0
CC(=O)Nc1c(C(=O)c2ccccc2)oc2ccccc12	0.83	-8	6	5	-1.3	0.8	19	10	5
CCc1ccccc1N(CC)C(=O)CCc1nc(-c2ccc(C)cc2)no1	-3*	0	-7	3	1.1	0.5	55*	23	-1
COc1ccccc1N/C(=N/S(=O)(=O)c1ccc(Cl)cc1)c1ccccc1	-1.8	7	-10	-4	-1.2	0.5	46	7	-2
CCC(C)c1ccc(O)c(N)c1 (centres undefined)	-0.5	-2	1	27	-0.65	0.8	17	3	0

An excerpt from above, limited to PostGolgi yeast and CYP2C9 act.
smiles	PostGolgi yeast	CYP2C9 act
COCCn1c(=S)[nH]c2ccc(N(C)C)cc2c1=O	20	0.7
C=CCn1c(SCc2nc3ccccc3[nH]2)nnc1-c1ccncc1	-2	0.5

Next section
SMILES	Pyk2 oligo antag	PTPN22 inh 2	PostGolgi yeast	E coli WT exp	hDAT+cocaine	CYP2C9 act	CYP2C9 inhib	PostGolgi ctrl	PTPN22 act
O=S1(=O)C[C@@H](O)[C@@H](Nc2ccc(Cl)cc2)C1	0.27	-3	-6	-2	-0.88	0.9	7	-1	4
O=C(Cc1ccccn1)Nc1ccccc1	0.72	6	7	4	1.5	1.2	-16	-10	-6
O=C(Nc1ccccc1C(F)(F)F)NC1CCCCC1	-0.24	-17	-12	-3	0.11	0.9	9	0	17
COC(=O)C(C)Sc1nnc(SC(C)C(=O)OC)s1 (centres undefined)	-0.54	4	-1	-5	-0.26	1.2	-22	2	-4
CCCCN(C)C(=O)c1oc2ccc(S(=O)(=O)N3CCCCCC3)cc2c1C	-0.52	-4	0	-18	0.31	0.4	56*	14	1
CCOC(=O)C1C2C=CC3(CN(CCc4ccccc4)C(=O)C13)O2 (centres undefined)	-0.44	-10	-3	-5	0.0036	.	.	4	10
CN1CCN(S(=O)(=O)c2ccc(NC(=O)c3ccc(F)cc3)cc2)CC1	0.64	6	0	9	0.55	0.8	16	17	-9
N#Cc1c(C(F)(F)F)cc(-c2cccc(Cl)c2)[nH]c1=O	0.71	.	1	20	-0.94	0.4	61*	21	.
O=C(COc1cccc(-n2cnnn2)c1)NCCC1=CCCCC1	0.45	-4	10	-12	0.23	0.2	79*	16	2
CCOC(=O)c1nnn(-c2nonc2N)c1C	0.03	0	-7	7	-0.57	1.1	-11	8	3
COc1ccccc1N1CCN(C(=O)c2ccc(Br)s2)CC1	-0.05	.	12	5	0.69	0.1	89*	21	.
O=C(Nc1ccccc1C(=O)Nc1ccccc1C(=O)NCc1ccco1)c1ccco1	-1.1	5	7	-2	-0.94	1	-1	12	-10
O=C(O)c1cc(Cl)c2ccccc2c1O	0.17	9	11	13	-0.014	0.2	79*	9	-8
C=CCn1c(C)cc(C(=O)CSc2ccc(NC(C)=O)cc2)c1C	1	6	-8	5	1.4	1	-3	18	-4
CC(C)(C)C(=O)Nc1cccc(-c2nnc(-c3cccc(NC(=O)C(C)(C)C)c3)o2)c1	1.1	-6	.	.	0.56	.	.	.	6
O=C1c2ccccc2-c2nc3ccccc3nc21	1	-7	17	-3	-0.18	1	-4	19	3
NC(=O)COc1ccc(=O)n(-c2ccccc2)n1	.	2	-4	0	-0.23	1	3	12	-2
